Bioassay records as filed in PubChem BioAssay.
TRHR enhancer = allosterically enhances the human TRH receptor; P34981; TRHR cells, fluo-8 calcium fluorescence, EC20 TRH enhancement; enhancement, % at 2 µM; 360,000 tested, 0.66% active; AID 493056; in the data active = enhancement above about 30%; note: 0% is about no effect
Target sequence (P34981 whole entry, looked up): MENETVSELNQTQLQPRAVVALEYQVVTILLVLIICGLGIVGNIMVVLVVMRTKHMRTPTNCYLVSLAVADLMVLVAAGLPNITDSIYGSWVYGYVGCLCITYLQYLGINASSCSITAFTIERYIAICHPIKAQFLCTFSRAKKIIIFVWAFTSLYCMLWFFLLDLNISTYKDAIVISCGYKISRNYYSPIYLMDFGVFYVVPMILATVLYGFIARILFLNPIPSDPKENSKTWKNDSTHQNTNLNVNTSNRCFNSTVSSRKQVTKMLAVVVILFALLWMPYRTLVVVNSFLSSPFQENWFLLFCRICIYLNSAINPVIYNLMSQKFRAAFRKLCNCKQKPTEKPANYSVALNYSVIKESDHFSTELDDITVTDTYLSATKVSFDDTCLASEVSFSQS
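Enhancer read-out: after compound pinning and an initial kinetic agonist-mode read, an EC20 of TRH (10 nM final) was injected and fluo-8 calcium signal (Ex 480/Em 530) followed at 1 s/cycle for 100 cycles in TRHR-expressing cells.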
RXFP1 ag = agonists of human relaxin receptor RXFP1; Potency, µM (highest dose often 57.5 µM), for the others: at the top dose activation, hits mostly activators; HEK293T-RXFP1 cAMP TR-FRET, 30 min; response scale: percent of porcine relaxin response, buffer zero; 370,000 tested, 0.3% active; Q9HBX9; note: potency is the fitted concentration of half-maximal effect; % is set by controls: 0 for no effect and ±100 for the full control effect; nearly all actives have a fitted effect of over 60% in size; many of its hits are not listed in these tables
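cAMP rise read by TR-FRET after 30 min, 37C compound exposure (up to 58 uM) in RXFP1-transfected HEK293 cells with Ro 20174 present. EC50 from Hill-equation fits, with 29 nM porcine relaxin as 100% and buffer as basal.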
D1 agonist = activates the human D1 dopamine receptor. P21728. HEK293 T-REx D1 cells, calcium flux, agonist mode. activation, % at 2 µM. 360,000 tested, 1% active; in the data active = activation above about 30%; note: 0% is about no effect
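Tetracycline-induced HEK293 TREx D1 cells, force-coupled to calcium signalling, were dye-loaded with a no-wash calcium kit. Compound was pin-added after a 10 s baseline. Fluorescence was read kinetically at 1 cycle/s for 180 s, with calcium rises flagged as agonism.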
D1 antag = antagonists of human D1 dopamine receptor; P21728; HEK293 TREx D1 cells, calcium flux, dopamine EC80; active compounds read low; activity change, negative = inhibition, % at 10 µM; 360,000 tested, 3.2% active; AID 504652; in the data active = activity change below about -30%; note: % is set by controls: 0 for no effect and ±100 for the full control effect
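Tetracycline-induced HEK293 T-REx cells with force-coupled D1 receptor were loaded with a no-wash calcium dye. Compound was added after a 10 s baseline and read kinetically for 180 s; EC80 dopamine was then added and calcium flux followed another 180 s.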
TRHR ag = TRH receptor (human) agonism. AID 493084. 360,000 tested, 0.18% active. P34981. activation, % at 2 µM. TRHR cells, calcium flux fluo-8, FDSS agonist mode; in the data active = activation above about 30%; note: 0% is about no effect
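Fluo-8-loaded TRHR cells; 10 s baseline, compound added, kinetic Ca2+ fluorescence read 1/s, agonist mode.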
Anesthetic bind = binds horse apoferritin like a general anesthetic. P02791. 350,000 tested, 0.074% active. Potency, µM (doses to about 77.5 µM), inactives show at the highest dose activity change, negative = displacement, hits mostly inhibitors. apoferritin/1-aminoanthracene competitive binding, fluorescence. AID 485281; note: potency is the fitted concentration of half-maximal effect; % is set by controls: 0 for no effect and ±100 for the full control effect; nearly all actives have a fitted effect of over 20% in size
Target sequence (P02791 2-175 limits assumed): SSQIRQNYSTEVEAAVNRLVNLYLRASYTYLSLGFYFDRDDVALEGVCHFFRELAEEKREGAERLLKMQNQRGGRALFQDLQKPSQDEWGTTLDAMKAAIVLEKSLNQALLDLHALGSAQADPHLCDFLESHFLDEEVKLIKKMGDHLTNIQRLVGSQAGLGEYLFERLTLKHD
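Apoferritin-based anesthetic binding model; compound displacement of fluorescent 1-AMA measured as endpoint fluorescence after 10 minutes at room temperature, scaled to free-ligand and complex controls.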
D2 potentiator = D2 dopamine receptor (human) potentiation | P14416 | HEK293 T-REx D2, calcium flux, EC20 dopamine potentiation | potentiation, % at 10 µM | 340,000 tested, 0.34% active;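 active = potentiation over 3 SD above the plate norm, cut at about 30% in these data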; note: 0% is about no effect
Target sequence (P14416 whole entry, looked up): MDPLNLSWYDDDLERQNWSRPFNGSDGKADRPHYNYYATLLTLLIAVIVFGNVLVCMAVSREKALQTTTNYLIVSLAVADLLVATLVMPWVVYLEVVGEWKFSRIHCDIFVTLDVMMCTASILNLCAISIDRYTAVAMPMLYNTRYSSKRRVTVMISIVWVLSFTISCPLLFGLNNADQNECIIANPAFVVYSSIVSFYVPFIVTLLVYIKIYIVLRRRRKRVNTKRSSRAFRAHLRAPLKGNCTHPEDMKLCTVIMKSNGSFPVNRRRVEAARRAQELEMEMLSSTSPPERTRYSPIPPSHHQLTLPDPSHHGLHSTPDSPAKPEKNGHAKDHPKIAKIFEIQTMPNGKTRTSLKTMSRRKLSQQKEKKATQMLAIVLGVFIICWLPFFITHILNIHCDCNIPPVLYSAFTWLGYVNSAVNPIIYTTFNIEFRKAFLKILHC
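Cells plated with tetracycline inducer and held overnight at 30 C; calcium dye loaded 30–90 min at room temperature; baseline taken, compound added and read 180 s; EC20 dopamine then added and read 180 s.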
D1 PAM = enhances dopamine response at the human D1 receptor. HEK293 TREx D1 cells, calcium flux, dopamine EC20 potentiation. P21728. AID 504651. potentiation, % at 10 µM. 360,000 tested, 0.036% active; in the data active = potentiation above about 30%; note: 0% is about no effect
RXFP1 antagonist = blocks the human relaxin receptor RXFP1; Q9HBX9; HEK293-RXFP1, relaxin-stimulated cAMP HTRF, 30 min; active compounds read low; activity change, negative = inhibition, % at 57.5 µM; 350,000 tested, 0.59% active;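 active = activity change of -60% or lower, but not beyond a set lower limit; inconclusive = change between -60% and -40%, or beyond the set limit; inactive = change above -40%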; note: % is set by controls: 0 for no effect and ±100 for the full control effect
An asterisk follows results filed as active; u = inconclusive; x = not tested or not shown; [ ] = remark or other dose. Unless noted, calls come from the whole dose curve; as a rule, active = well fitted curve in the direction sought with a large enough effect; inconclusive = small, poorly fitted or top-dose-only effect, or another doubt; inactive = no such curve, though single readings can be large; an effect the other way counts as inactive or inconclusive. Not all compounds are listed. The share of hits here may be higher or lower than overall.

compound,TRHR enhancer,RXFP1 ag,D1 agonist,D1 antag,TRHR ag,Anesthetic bind,D2 potentiator,D1 PAM,RXFP1 antagonist
O=C1CCCc2c1cnc1ncnn21,4,7.3%,4,4,-0.9,-7%,0,2,11
COc1ccc2nc(N3CCCC(C(=O)NCCc4ccc(OC)c(OC)c4)C3)sc2c1 (stereo not drawn),7,-0.6%,3,-15,-2.6,7%,0,-11,-11
CCOc1ccc(/C(O)=C2\C(=O)C(=O)N(CCOCCO)C2c2ccccc2OC)cc1 (stereo not drawn),-15,18%,2,-17,0.3,-16%,-11,3,22
COc1ccc(C2Nc3ccccc3C(=O)N2NC(C)=O)c(OC)c1 (stereo not drawn),4,2.8%,4,-6,0.6,87%[activator],6,0,-11
Cc1cc(-c2csc(N)n2)c(C)n1Cc1ccco1,2,-0.9%,3,12,0.2,-4%,4,0,5
Fc1ccc(-c2n[nH]c(=S)n2/N=C/c2c[nH]c3ccccc23)cc1,-2,-0.7%,1,7,0.3,14%,0,2,x
Cc1ccc(-c2cc(Cc3ccccc3)c(=O)[nH]n2)cc1,-3,-2.3%,4,-8,-0.4,-8%,6,1,-8
COC(=O)c1sc(SC)nc1N,1,2.1%,3,8,0.0,-1%,5,-10,-14
COc1cccc(C2(C)NC(=O)N(CC(=O)c3cc(C)n(C4CC4)c3C)C2=O)c1 (stereo not drawn),-7,0.3%,16,2,1.5,x,-9,-3,-5
COc1ccc(-c2cc(C(=O)N3CCc4ccccc4C3)no2)cc1,5,1.7%,7,-1,0.9,-10%,8,-5,5
Cc1cc(C)c2cc(C(O)c3nnnn3Cc3ccccc3)c(=O)[nH]c2c1 (stereo not drawn),5,-0.1%,0,-9,0.1,-19%,x,-4,13
COc1ccccc1CNC(=O)COC(=O)c1ccc(C)s1,-6,7.9%,1,-8,-0.6,x,-13,0,-1
CCc1ccc(-n2nc3cc(C)c(NC(=O)c4cc(Cl)ccc4OC)cc3n2)cc1,0,1.4%,-1,-15,-0.6,-8%,0,-4,1
CCCCCOC(=O)Cn1c(N2CCOCC2)nc2c1c(=O)[nH]c(=O)n2C,3,2.5%,0,1,0.3,-7%,1,1,-3
NNC(=O)c1nnn(-c2nonc2N)c1-c1cccs1,1,0.4%,1,8,0.3,-22%,4,-7,-2
COCCSc1ccccc1C(=O)Nc1ccccc1C#N,-4,2.5%,-1,6,0.0,-4%,-4,-1,5
CCC(C)NC(=S)N1CCN(C)CC1 (stereo not drawn),4,0.7%,-2,-12,0.0,-3%,1,-2,2
CN1CCN(S(=O)(=O)c2ccc(N3CCN(c4ccccc4O)CC3)c([N+](=O)[O-])c2)CC1,15,0.1%,1,7,-0.3,x,-12,7,-25
CCCCSCCCNC(=O)CN1C(=O)COc2ccc(S(=O)(=O)N3CCC(C)CC3)cc21,-9,0.7%,8,-4,-1.1,29%,-2,-3,x
Cc1ccc(C(=O)N/N=C/c2c(O)ccc3ccccc23)cn1,2,-0.3%,30,3,29,-15%,8,-2,-9
CC(C)(C)NC(=O)CSc1nnc(-c2ccncc2)n1Cc1ccccc1,0,1.8%,2,7,0.4,-15%,-9,-3,0
CCOC(=O)C1CCCc2c1[nH]c1ccc(Cl)cc21 (stereo not drawn),-7,1.9%,0,-1,-0.1,-11%,-1,-7,-25
FC(F)(F)c1cccc(NCc2cn3cccnc3n2)c1,11,1.7%,14,-25,-1.2,u,-12,-4,0
COc1cc(NC(=S)N2CCN(C/C=C/c3ccccc3)CC2)cc(OC)c1,-2,-0.3%,3,-3,0.0,1%,-11,2,9
Cc1ccc2c(c1)N(CCC(=O)NCCCN1CCCC1)C(=O)CO2,0,1.3%,-1,6,0.7,-10%,-9,4,17
COc1ccc(/C=C/C(=O)Nc2ccccc2C(=O)N2CCCC2)cc1,-1,-1.7%,0,3,-0.2,-9%,9,0,-5
Cc1ccc(CC(=O)N2CCC(c3nc4c(nnn4Cc4ccccc4)c(=O)[nH]3)CC2)cc1,6,-0.3%,2,1,-1.4,-3%,9,0,x
Cc1ccc(S(=O)(=O)N2CCC(C(N)=O)CC2)cc1[N+](=O)[O-],-3,-1.4%,-3,-39*,0.4,-7%,9,-1,-12
O=S(=O)(c1ccccc1)N(CC1CO1)c1cccc2ccccc12 (stereo not drawn),-2,0.7%,2,19,-1.8,-22%,x,-3,2
Cc1c(NS(=O)(=O)c2cc(C(=O)OCC(=O)N3CCC(C)CC3)ccc2Cl)c(=O)n(-c2ccccc2)n1C,-8,1.5%,0,-18,-0.2,-14%,-6,-10,-3
O=C(NCc1ccccc1)C1=C[C@H](c2coc3ccccc3c2=O)C[C@H](OCCCCO)O1,6,5.7%,6,14,-0.5,-16%,7,-1,x
O=C(C1CCC(=O)N(C2CCCC2)C1)N1CCN(Cc2cccc(F)c2)CC1 (stereo not drawn),-3,-0.4%,3,-12,-0.7,-10%,1,-6,5
c1ccc(CCn2nnc3ccccc32)cc1,4,-1.6%,3,6,0.7,-2%,0,0,7
Cc1cccn2c(=O)c(C(=O)NCc3ccccc3Cl)c(O)nc12,-3,0.5%,0,5,0.0,-3%,15,-1,-5
CCOC(=O)Cn1c(=O)oc2cc(S(=O)(=O)NCC3CCCO3)ccc21 (stereo not drawn),-3,1.5%,1,1,0.4,-5%,x,-3,x
COc1cccc(C2CC(=O)Nc3cc(OC)c(OC)c(OC)c32)c1OC(C)C (stereo not drawn),-4,0.8%,1,6,0.5,-1%,-3,-4,x
COc1ccc(CN(Cc2ccco2)c2cnc(S(C)(=O)=O)nc2C(=O)Nc2ccc(C)c(C)c2)cc1,-5,-0.3%,4,2,0.4,-12%,3,2,-8
CC1(C)CC(=O)C(C=Nc2cccnc2/N=C/C2=C(O)CC(C)(C)CC2=O)=C(O)C1,2,2.2%,7,16,6.0,3%,6,-4,31
CCN1C(=NCCc2cccs2)N[C@@H](c2cccs2)C(C(=O)OC)=C1C,3,0.3%,11,-5,0.9,-15%,4,-4,x
NC(=O)c1ccc(NC(=O)COC(=O)CC2Sc3ccccc3NC2=O)cc1 (stereo not drawn),1,1.6%,2,-14,0.1,x,-12,2,-7
CC1=C(C(=O)OCc2ccccc2)C(c2ccco2)C2=C(CC(C)(C)CC2=O)N1 (stereo not drawn),4,2.2%,3,-5,-0.4,-8%,-4,-4,2
CCOC(=O)Cc1csc(NC(=O)CSc2nnc(C)n2C)n1,-1,0.9%,3,6,0.2,-7%,-5,1,-8
COc1cccc(CNC(=O)CC2C(=O)NCCN2CCCc2ccccc2)c1 (stereo not drawn),-8,-0.2%,2,-5,-0.3,-6%,9,1,15
CNS(=O)(=O)c1cc(OCC(N)=O)c(C)cc1Cl,-1,0.3%,1,-8,0.7,10%,-1,-1,10
CCC(=O)N1CCc2cc(S(=O)(=O)NC(Cc3ccccc3)C(=O)Nc3nccs3)ccc21 (stereo not drawn),0,1.0%,3,4,-0.9,-8%,-3,-6,-5
CCOc1ccc(Nc2oc(/C=C/c3cccc(OC)c3)nc2C#N)cc1,-5,2.2%,1,0,-0.6,10%,4,1,x
Cc1cc(F)ccc1NC(=O)Cn1c(C)csc1=O,-3,0.9%,2,-19,0.1,x,3,1,3
CC(c1ccccc1)C1C(C#N)=C(N)OC2=C1C(=O)CCC2 (stereo not drawn),0,-0.3%,1,-2,0.4,-8%,-11,1,-7
O=C(CNc1ccc(Br)cc1)NC(=O)NC1CCCCC1,3,-1.3%,5,-13,1.1,x,-3,-5,-26
O=C(OCC(=O)N1CCc2ccccc2C1)c1cccnc1Cl,-1,1.6%,-3,-6,0.2,-15%,-5,-2,-14
Cc1c(C(=O)NCCCn2ccnc2)oc2ccccc12,-7,2.5%,3,-2,-0.2,-10%,12,1,-6
CCN(CC(=O)NCc1ccc(Cl)cc1)C(=O)c1ccc(S(=O)(=O)NCc2ccco2)cc1,-6,-2.9%,4,-9,0.0,-11%,-3,3,-5
COc1ccccc1NC(=S)N(Cc1ccco1)Cc1cc2cc(C)ccc2[nH]c1=O,0,2.6%,1,-7,0.4,-8%,14,2,-30
Cc1noc(C)c1COC(=O)/C=C/c1ccccc1Cl,0,-1.3%,4,1,-1.9,u,9,-1,-6
CCCN1CCN(S(=O)(=O)c2ccc(OC)c(Br)c2)CC1,5,2.0%,7,-18,-0.8,-14%,-4,2,-1
CCn1c(CNC(=O)c2cccc(C)c2)nnc1SCC(=O)Nc1nnc(C)s1,0,0.2%,0,11,-0.2,-5%,x,-4,1
CC(=O)C1=C(C)NC(=O)NC1c1ccc(OC2CCCC2)cc1 (stereo not drawn),-1,-0.9%,3,9,-0.2,10%,15,4,-11
COc1ccc(OC)c2sc(Cl)nc12,-11,-0.3%,1,-4,-0.3,-9%,-14,-2,-11
CC(C)(C)n1nnnc1C(c1cccs1)N(Cc1ccccc1)Cc1cccnc1 (stereo not drawn),-5,0.8%,-4,-8,-0.8,-7%,3,-3,6
Cc1ccc(N/C(=N/S(=O)(=O)c2cccs2)c2ccccc2)c(C)c1,4,-0.3%,-1,-21,-0.3,-15%,22,4,-2
Cc1ccc(N2CCN(/N=C/c3ccccc3)CC2)cc1,1,-0.7%,5,-10,0.2,-2%,-3,-6,x
Cc1cc(CN(C)C(=O)CC2C(=O)NCCN2Cc2ccc(F)c(F)c2)on1 (stereo not drawn),-5,-0.8%,4,-7,-3.4,-12%,5,-6,11

Rewritten with two lines to a compound: three of the compounds above.
Each structure is followed by: TRHR enhancer	RXFP1 ag	D1 agonist	D1 antag	TRHR ag	Anesthetic bind	D2 potentiator	D1 PAM	RXFP1 antagonist
> Cc1cc(F)ccc1NC(=O)Cn1c(C)csc1=O
    -3	0.9%	2	-19	0.1	x	3	1	3
> CC(c1ccccc1)C1C(C#N)=C(N)OC2=C1C(=O)CCC2 (stereo not drawn)
    0	-0.3%	1	-2	0.4	-8%	-11	1	-7
> O=C(CNc1ccc(Br)cc1)NC(=O)NC1CCCCC1
    3	-1.3%	5	-13	1.1	x	-3	-5	-26
